Bioassay records from PubChem.
TSHR antagonist: blocks TSH signaling through the human TSH receptor | P16473 | TSHR-expressing cells, TSH-stimulated cAMP HTRF, 2 h; stronger effect = lower value | activity change, negative = inhibition, % at 11.5 µM | 330,000 compounds, 0.2% hits | AID 504810;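 active means activity change below a set negative limit, meaning inhibition stronger than a set level, cut at about -70% in these data; inconclusive means activity change between two set negative limits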; further: on the % scale 0 is the no-effect control and ±100 the full control effect
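Antagonism was scored as loss of TSH-driven cAMP in TSHR cells, stimulated with 4nM TSH (EC80) for 2 hours at 37 deg C and detected by homogeneous HTRF competition immunoassay.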
Eya2 inh: inhibitors of human Eya2 phosphatase activity; O00167; recombinant Eya2, OMFP fluorescence dephosphorylation (OMFP is methylfluorescein phosphate); Potency, µM (titrated, usually from 76.9 µM), inactives show at the highest dose activity, negative = inhibition, most hits filed as inhibitors; 330,000 compounds, 0.006% hits; further: potency means the concentration at half of the fitted maximal effect; on the % scale 0 is the no-effect control and ±100 the full control effect
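Eya2 (0.2 uM) preincubated 10 min at ambient with compound, then OMFP substrate added at 50 uM; 10 min reaction in 50 mM HEPES pH 7.5, 50 mM NaCl, 5 uM MgCl2, 0.05% BSA, 1 mM DTT. Fluorescence read at Ex 485/Em 525 nm.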
Menin MLL FP TR: inhibitors of human menin-MLL interaction, mutant MLL peptide; Menin + Texas Red MLL mutant peptide, fluorescence polarization; Potency, µM (doses to about 61.6 µM), without a hit: top-dose FP activity change, negative = inhibition, most hits filed as inhibitors; 270,000 compounds, 0.23% hits; AID 1768; active means well fitted inhibition curve with a large enough effect in the polarisation, with a control signal flat, not every such curve was filed as active; inconclusive means small, poorly fitted or top-dose-only effect, or effect the other way, or a change in a side signal; inactive means no such curve, though single readings can be large or run the other way; the % refers to the polarisation; further: potency means the concentration at half of the fitted maximal effect; % of control where 0% means no effect; many of its hits are not listed in these tables
Mito fusion yeast: mitochondrial division inhibition or fusion activation | Potency, µM (doses to about 46.1 µM), for inactives: top-dose growth rescue (activation), actives largely listed as activators | S. cerevisiae fusion-defective mutant growth rescue, CellTiterGlo 48 h | AID 485298 | 320,000 compounds, 0.23% hits;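 further: potency means the concentration at half of the fitted maximal effect; % of control where 0% means no effect; nearly all actives have a fitted effect of over 45% in size; temperature-sensitive fusion mutants such as fzo1-1 at 37 °C on non-fermentable ethanol glycerol medium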
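Growth-rescue viability read-out: after 48 h at the non-permissive 37C in glycerol/ethanol YPEG, yeast mitochondrial fusion mutants are measured by CellTiterGlo luminescence; compounds (23 nl pinned per well) restoring growth score as division inhibitors or fusion activators.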
hERG WT inh: blocks the wildtype human KCNH2 potassium channel; Q12809; U2OS, BacMam KCNH2, thallium flux FluxOr; stronger effect = lower value; activity change, % at 1.84 µM; 340,000 compounds, 0.37% hits; AID 720551;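 active means maximum activity change below -70%; inconclusive means maximum activity change between -70% and -50%; inactive means maximum activity change above -50%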; further: on the % scale 0 is the no-effect control and ±100 the full control effect
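U2OS cells were transduced with wild-type KCNH2 virus (2.03 x 10^8 / mL) for 4 h at room temperature, then cultured overnight at 37 C. Thallium flux was read with FluxOr dye. Rate constants were normalized to DMSO controls.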
ASM inhibitor: human S-ASM enzyme inhibition. AID 504937. Potency, µM (highest dose often 57.5 µM), inactives show at the highest dose activity change, negative = inhibition, most hits filed as inhibitors. 340,000 compounds, 0.006% hits. placental ASM, HMU-PC fluorogenic substrate, 60 min; further: potency means the concentration at half of the fitted maximal effect
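qHTS format. ASM enzyme prepared from human placenta hydrolyses the fluorogenic substrate HMU-PC0 (9 uM final) over 60 min at 37 °C after a 10 min compound preincubation.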
GALK inhibitor: inhibitors of human galactokinase. Purified GALK, Kinase-Glo residual ATP luminescence. 270,000 compounds, 0.007% hits. Potency, µM (doses to about 57.5 µM), without a hit: at the highest dose activity change, negative = inhibition, most hits filed as inhibitors. P51570; further: potency means the concentration at half of the fitted maximal effect; on the % scale 0 is the no-effect control and ±100 the full control effect
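5 nM enzyme, 35 uM ATP, 100 uM galactose, 20 mM HEPES pH8.0, 5 mM MgCl2; 1 h RT; residual ATP by Kinase-Glo Plus luminescence, qHTS format.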
USP2a block: inhibitors of human ubiquitin-specific protease USP2a; O75604; USP2 core, Ub-CHOP2 coupled fluorogenic reporter, 485/531; Potency, µM (doses to about 38.3 µM), without a hit: at the top dose activity change, negative = inhibition, most hits filed as inhibitors; 330,000 compounds, 0.01% hits;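 further: potency means the concentration at half of the fitted maximal effect; plate controls were DMSO wells for no effect and full inhibition by NEM control for full effect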
Target sequence (O75604 whole entry, looked up): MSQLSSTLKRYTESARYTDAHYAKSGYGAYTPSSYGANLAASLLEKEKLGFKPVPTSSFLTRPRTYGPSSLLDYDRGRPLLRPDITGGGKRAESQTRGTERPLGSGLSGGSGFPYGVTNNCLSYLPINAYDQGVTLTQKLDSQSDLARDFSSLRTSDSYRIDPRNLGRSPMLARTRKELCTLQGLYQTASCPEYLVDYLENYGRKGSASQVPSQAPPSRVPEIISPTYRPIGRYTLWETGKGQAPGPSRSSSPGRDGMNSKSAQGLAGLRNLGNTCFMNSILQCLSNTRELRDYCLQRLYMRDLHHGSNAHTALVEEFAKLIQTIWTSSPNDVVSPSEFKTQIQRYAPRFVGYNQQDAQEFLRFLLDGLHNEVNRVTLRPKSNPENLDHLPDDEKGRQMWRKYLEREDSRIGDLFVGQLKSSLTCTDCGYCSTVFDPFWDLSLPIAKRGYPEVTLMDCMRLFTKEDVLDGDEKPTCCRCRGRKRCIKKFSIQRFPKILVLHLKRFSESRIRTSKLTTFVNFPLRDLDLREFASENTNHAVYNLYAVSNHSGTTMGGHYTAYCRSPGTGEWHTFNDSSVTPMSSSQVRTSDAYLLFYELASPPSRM
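USP2 core (10nM final) preincubated 30min RT with compound in 20mM Tris-HCl pH 8.0, 2mM CaCl2, 2mM beta-mercaptoethanol, 0.05% CHAPS; 25nM Ub-CHOP2 plus 25nM reporter substrate added, fluorescence (Ex485/Em531) read after 60min.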
MBNL1-CUG inh: MBNL1-poly(CUG) RNA binding inhibition; TR-FRET MBNL1-His/biotin-(CUG)12 binding, 665/545 ratio; Potency, µM (highest dose often 57.5 µM), for inactives: at the top dose activity change, negative = inhibition, usual class: inhibitors; 280,000 compounds, 0.036% hits; active means well fitted inhibition curve with a large enough effect in the signal ratio, with a control signal flat, not every such curve was filed as active; inconclusive means small, poorly fitted or top-dose-only effect, or effect the other way, or a change in a side signal; inactive means no such curve, though single readings can be large or run the other way; the % refers to the signal ratio; further: potency means the concentration at half of the fitted maximal effect; on the % scale 0 is the no-effect control and ±100 the full control effect
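His-tagged MBNL1 binding to biotinylated (CUG)12 RNA was measured by TR-FRET using terbium anti-His antibody (0.055 ng/ul final) and streptavidin-XL665 (5 nM final). Compounds were titrated 92 nM to 58 uM; 60 min at room temperature.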
Chronic BCR inh: blocks chronic active B-cell receptor signaling | ABC-DLBCL IkBa-CBG/CBR reporter, luminescence ratio, 4 h | 340,000 compounds, 0.05% hits | AID 493014 | Potency, µM (highest dose often 46.1 µM), for inactives: at the top dose ratio change, negative = lower green/red ratio, hits mostly inhibitors; active means well fitted inhibition curve with a large enough effect in the signal ratio, with a control signal flat, not every such curve was filed as active; inconclusive means small, poorly fitted or top-dose-only effect, or effect the other way, or a change in a side signal; the % refers to the signal ratio;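 further: potency means the concentration at half of the fitted maximal effect; plate controls were basal doxycycline-induced cells for no effect and cells given 10 µM MG132 for full effect; MG132 reads +100%, hits lower the ratio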
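TMD8 human ABC-DLBCL cells with doxycycline-inducible IκBα–green luciferase fusion and unfused red luciferase, in 0.5% FBS medium; compounds up to 46 uM, 4 h at 37C. Green/red luminescence ratio, filter-overlap corrected, fitted to concentration-response curves.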
PKM2 act: PKM2 (human) enzyme activation | Potency, µM (series often up to 57.5 µM), for the others: at the top dose activation, actives largely listed as activators | 260,000 compounds, 0.34% hits | purified PKM2, Kinase-Glo ATP luminescence, activation; response scale: 0% is enzyme alone, no compound | P14618; further: potency means the concentration at half of the fitted maximal effect; on the % scale 0 is the no-effect control and ±100 the full control effect; nearly all actives have a fitted effect of over 55% in size
Target sequence (P14618 whole entry, looked up): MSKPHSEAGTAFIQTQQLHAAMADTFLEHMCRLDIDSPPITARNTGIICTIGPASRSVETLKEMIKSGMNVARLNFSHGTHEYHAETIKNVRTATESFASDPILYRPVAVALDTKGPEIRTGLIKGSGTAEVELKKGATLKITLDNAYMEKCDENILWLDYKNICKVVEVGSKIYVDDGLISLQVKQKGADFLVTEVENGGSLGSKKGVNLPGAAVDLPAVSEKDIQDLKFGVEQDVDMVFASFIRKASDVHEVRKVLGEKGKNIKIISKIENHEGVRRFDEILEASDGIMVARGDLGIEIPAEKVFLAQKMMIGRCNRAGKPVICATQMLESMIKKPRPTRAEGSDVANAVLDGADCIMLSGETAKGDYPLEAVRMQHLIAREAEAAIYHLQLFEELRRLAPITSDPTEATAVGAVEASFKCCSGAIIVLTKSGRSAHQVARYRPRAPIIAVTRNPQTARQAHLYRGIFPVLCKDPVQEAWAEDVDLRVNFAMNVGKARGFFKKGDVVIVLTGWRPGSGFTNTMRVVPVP
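Purified hPK-M2 (>95% pure) converted ADP (0.1 mM final) to ATP with 0.5 mM PEP in 50 mM imidazole pH7.2, KCl, MgCl2, Tween 20, BSA; 1 h at room temperature. ATP detected by Kinase-Glo luminescence.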
Active calls of the source: *; ? = inconclusive; · = no result given; [ ] = another dose, or the depositor's remark. Unless noted, the call rests on the fitted dose curve; in most records, active means well fitted curve in the direction sought with a large enough effect; inconclusive means small, poorly fitted or top-dose-only effect, or another doubt; inactive means no such curve, though single readings can be large; an effect the other way counts as inactive or inconclusive. An excerpt. The share of hits here may be higher or lower than overall.

SMILES	TSHR antagonist	Eya2 inh	Menin MLL FP TR	Mito fusion yeast	hERG WT inh	ASM inhibitor	GALK inhibitor	USP2a block	MBNL1-CUG inh	Chronic BCR inh	PKM2 act
COc1ccc(C(C)(C)C)cc1NC(=O)CCCN1C(=O)NC(C)(C)C1=O	10	-7%	·	-1%	-1	4%	·	1%	·	1%	·
Cc1ccc(S(=O)(=O)/N=C(/NNC(=O)c2cccc(Cl)c2)c2ccccc2)cc1	-5	-6%	10%	0%	-3	-2%	-4%	1%	0%	?	-7%
CC(C)CCOc1ccc(C(=O)NN2C(=O)NC3(CCCCC3)C2=O)cc1	-10	-2%	·	-8%	-2	-2%	·	2%	·	5%	·
Cc1ccc(CNC(=O)CSCc2ccccc2F)cc1	7	2%	6%	0%	10	-2%	3%	-5%	-7%	14%	-6%
O=C(NCCCc1ccccc1)c1ccccc1	-6	13%	-4%	2%	2	2%	1%	0%	2%	?	2%
Cc1ccc(OCCNC(=O)c2ccc(COc3ccccc3)o2)cc1	-15	-27%	·	14%	7	-13%	·	5%	·	2%	·
O=C(CN1CCCCC1)N1N=C(c2cccs2)CC1c1cccs1 (stereo not drawn)	1	-20%	-3%	-1%	1	0%	1%	10%	10%	3%	-23%
COc1ccc(NC(=O)C2CCN(S(=O)(=O)c3cccc4cccnc34)CC2)cc1OC	14	-3%	4%	2%	·	·	0%	-1%	-10%	0%	-13%
CCOC(=O)C1=C(C)NC(C)=C(C(=O)OCC)C1c1sccc1C	-14	-9%	-2%	7%	4	10%	2%	0%	-5%	6%	-5%
O=C(NCCCN1CCCC1=O)Nc1ccccc1F	12	1%	-1%	2%	17	2%	7%	2%	-6%	2%	-6%
COC(=O)Nc1ccc(S(=O)(=O)N2CCCC(C(=O)NC3CCS(=O)(=O)C3)C2)cc1 (stereo not drawn)	2	1%	17%	1%	0	2%	0%	-1%	-6%	2%	2%
Cc1nc2ccc(NS(=O)(=O)c3ccccc3F)cc2s1	-2	12%	·	1%	1	5%	·	1%	·	1%	·
CC1(c2ccc(OC(F)F)cc2)NC(=O)N(CC(=O)Nc2ccc(N3CCCCC3)cc2)C1=O (stereo not drawn)	13	-15%	·	-2%	32	4%	·	1%	·	4%	·
Cc1cccc(NC(=O)CCNC(=O)c2ccco2)c1	-9	8%	-15%	-4%	0	3%	0%	1%	?	7%	-3%
COc1ccc(OC)c(S(=O)(=O)N2CCC(C(=O)NC3CC3)CC2)c1	5	6%	-12%	-6%	11	8%	1%	6%	-8%	9%	4%
Cc1cc(C)n(-c2ccc(C(=O)N3CCN(S(=O)(=O)c4ccc(C(C)C)cc4)CC3)cc2)n1	-6	-12%	·	-1%	3	-10%	·	0%	·	6%	·
O=C(c1ccc(F)cc1)N1CCN(c2cc(N3CCCCC3)c(F)cc2[N+](=O)[O-])CC1	-17	-16%	2%	4%	-3	-18%	4%	-1%	?	1%	2%
CCCOc1cc(CN2CCCCC2)cc(C(C)=O)c1	·	·	-22%	-1%	-3	-1%	4%	·	-9%	·	-3%
Clc1ccc(-n2cccc2CN2CCc3c([nH]c4ccccc34)C2c2ccccn2)nc1 (stereo not drawn)	-3	-1%	9%	8%	-33	1%	1%	-7%	22%	?	-2%
Cc1cc2nc(-c3ccc(=O)[nH]c3)n(C)c2cc1C	-10	5%	?	-3%	3	4%	-1%	1%	4%	1%	·
CCc1ccc(N(C(=O)c2csnn2)C(C(=O)NC(C)(C)CC)c2cccnc2)cc1 (stereo not drawn)	-5	-22%	-12%	4%	6	-3%	6%	1%	-9%	4%	-5%
COc1ccccc1NS(=O)(=O)c1cc(C(=O)NCC(C)(C)N2CCOCC2)ccc1C	0	2%	·	0%	23	-2%	·	0%	·	4%	·
Cc1nn(-c2ncc(C(F)(F)F)cc2Cl)c(=O)n1-c1cccc(F)c1	1	-7%	-2%	7%	-1	2%	-1%	1%	-1%	4%	-5%
CCOc1ccccc1C(=O)NCC(=O)NNC(=O)c1cccs1	·	7%	·	·	-2	0%	·	5%	·	7%	·
COc1ccc(O[C@H]2C=C[C@@H](c3ccccc3)O[C@@H]2COC(=O)CC/C(C)=N/OC[C@@H](O)COCc2ccco2)cc1	2	-3%	?	11%	·	·	·	1%	4%	-14%	-2%
CC(=O)Nc1nc(C=C(Cl)Cl)cs1	9	-1%	-8%	?	-2	2%	0%	2%	9%	?	1%
S=C(Nc1cccc(Cl)c1)Nc1ccccc1Oc1ccccc1	-4	-16%	?	-1%	-3	-4%	-6%	-1%	3%	4%	-2%
CN(CC(=O)NCCc1ccc(Cl)cc1)S(=O)(=O)c1cccs1	2	-4%	6%	4%	-4	-4%	-6%	0%	0%	?	0%
COc1cc(OC)c(OC)cc1/C=N/N(C)c1ccccc1	-20	5%	?	-3%	-1	-13%	0%	1%	5%	?	-7%
S=C1N[C@H]2CCCC[C@@H]2N1	-6	5%	·	1%	-3	0%	-2%	1%	12%	-2%	-4%
COC(=O)N1C(=O)[C@](c2ccccc2)(C2CCCCC2)N1C(=O)OC	25	8%	3%	1%	-20	6%	·	2%	-1%	?	-1%
Cc1cc(C)n(-c2nnc(N3CCN(c4ccccc4)CC3)nn2)n1	-5	5%	-14%	5%	-8	-2%	7%	-1%	11%	?	-5%
CC(C)(C)c1nnc2sc(SCC(=O)NCc3ccco3)nn2c1=O	-9	-3%	·	9%	1	-1%	·	-6%	·	4%	·
O=S(=O)(c1ccc(N2CCN(S(=O)(=O)c3ccccc3)CC2)nc1)N1CCCC1	-2	5%	?	-3%	10	-1%	16%	2%	-4%	2%	-5%
COc1ccc(C(=O)NCCSc2ccccc2C)cc1	-10	-2%	20%	3%	-11	-1%	3%	-1%	-6%	1%	2%
O=C(CN1CCN(C(=O)C2COc3ccccc3O2)CC1)Nc1ccc(F)cc1 (stereo not drawn)	0	-10%	·	8%	33	-2%	1%	-1%	·	1%	-5%
CCCOC1CCCN(C(=O)c2ccc(OC3CCN(C(=O)CCOC)CC3)cc2)C1 (stereo not drawn)	6	15%	·	0%	-25	-1%	4%	3%	-1%	?	-3%
O=CN1CCN(C(C(=O)NC2CCCC2)c2cc3c(cc2[N+](=O)[O-])OCO3)CC1 (stereo not drawn)	-7	-4%	-1%	-6%	-6	-1%	0%	-1%	?	0%	·
COc1ccc(Cl)cc1NS(=O)(=O)c1cccc(C(=O)NC2CC2)c1	·	-31%	·	·	-3	1%	·	6%	·	-2%	·
COc1ccc(-c2csc(N(CC3CCCO3)C(=O)c3ccco3)n2)cc1 (stereo not drawn)	-13	-24%	43%[activator]	5%	-3	-3%	3%	-5%	6%	?	-6%
C=CCn1c(SCc2nc(N)nc(N3CCCCC3)n2)nnc1-c1ccco1	5	-6%	4%	0%	-2	5%	0%	-1%	-5%	-10%	-2%
O=C(COC(=O)c1ccccc1NCCO)NCc1cccs1	2	14%	·	2%	-5	·	·	-1%	·	-29%	·
COc1ccc(/C=C(\C#N)C(=O)Nc2cccc3ncccc23)cc1OC	-7	-26%	·	2%	-3	75%[activator]	0%	-2%	15%	-18%	-1%
CCc1ccc2c(c1)C(c1ccc([N+](=O)[O-])cc1)=NNC(c1ccc(C)cc1)=N2	1	-8%	12%	-6%	-12	-11%	0%	7%	·	1%	5%
CC(C)Oc1ccc(CN2CCC(n3nccc3NC(=O)CCc3ccccc3)CC2)cc1	6	-4%	-25%	-1%	-32	3%	1%	1%	-3%	0%	-1%
Cc1cccc(N2CCN(C(=O)CN3C(=O)C4CC=CCC4C3=O)CC2)c1C (stereo not drawn)	1	-9%	0%	2%	-2	1%	7%	0%	-4%	-2%	1%
O=C(CNCc1cccc2ccccc12)Nc1ccccc1[N+](=O)[O-]	3	-4%	31%[activator]	4%	-1	2%	5%	4%	?	-6%	-3%
COc1cc(S(=O)(=O)N2CCN(c3ccccc3F)CC2)c(OC)cc1Cl	-3	-2%	-1%	?	2	-4%	-2%	-2%	15%	16%	4%
